# From PubChem BioAssay
# SK-BR-3 tox 24h = SK-BR-3 proliferation inhibitors, primary screen, cell-based, human, 24 h | SK-BR-3 viability, CellTiter-Glo ATP luminescence; stronger effect = lower value | viability, % at 10 µM | actives 0.47% (n = 41,000) | AID 847, 2007;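 active means viability at or below the median of all test compounds minus 3 SD, in both replicates if run twice, cut at about 45% in these data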;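 further: 100% = median untreated cell wells and 0% = median positive control drug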
# An asterisk follows results filed as active. The list is partial. The share of hits here may be higher or lower than overall.
SMILES,SK-BR-3 tox 24h
COc1ccc2[nH]c3c(c2c1)CCn1c-3nc2ccccc2c1=O,96
O=C(COc1ccc(Cl)cc1)NCc1nnc(SCC(=O)NC2CCCCC2)o1,97
Cn1nc(C(=O)Nc2cccnc2)c2ccccc2c1=O,99
Cc1cc(C)nc(N2CCCC(C(=O)NCc3cccc(C(F)(F)F)c3)C2)n1 (stereo unspecified),89
CCCCSc1nc2c(c(=O)[nH]1)CCC2,88
CCOC(=O)c1nnn(-c2nonc2N)c1CNc1ccc(C)c(Br)c1,75
Cc1cc(NC(=O)CCCN2C(=O)c3cccnc3C2=O)no1,60
Cc1ccc2c(CC(=O)Nc3c(C)n(C)n(-c4ccccc4)c3=O)coc2c1,103
Cn1c(=O)c2c(nc(CN3CCC(C(N)=O)CC3)n2Cc2c(Cl)cccc2Cl)n(C)c1=O,110
CCn1cc(C(=O)O)c(=O)c2cnc(N3CCN(C(=O)Nc4cccc5ccccc45)CC3)nc21,95
CSc1nsc(SC)c1C(=O)N1CCN(S(=O)(=O)c2ccc(C)cc2)C1C (stereo unspecified),44*
CCOCCc1nnc(NC(=O)c2cccs2)s1,92
CCCC(C(=O)NCc1ccc(OC)cc1)N(Cc1ccco1)C(=O)c1snc(C(N)=O)c1N (stereo unspecified),84
CC1CCCCN1Cc1nc2c(c(=O)n(C)c(=O)n2C)n1CCc1ccccc1 (stereo unspecified),85
COc1ccccc1CNC(=O)CCN1C(=O)COc2ccc(C)cc21,64
Cc1ccc(-c2noc(CCC(=O)NC3CCCc4ccccc43)n2)cc1 (stereo unspecified),81
O=S(=O)(NCc1ccncc1)c1ccc(Br)s1,93
Cc1c(Cl)cccc1NC(=O)NC1CCCCC1,83
Cc1cccc(NC(=O)c2cc(NC(=O)c3ccco3)ccc2N2CCCCC2)c1,86
c1ccc(N2CCN(c3ncnc4scc(-c5cccs5)c34)CC2)cc1,85
CCc1ccc(Nc2oc(C)cc(=O)c2C(C)=O)cc1,96
Cc1cc(Nc2cccc(C(F)(F)F)c2)n2nc(C)nc2n1,87
CC(C)OC(=O)CSc1nnc(-c2ccc(C(C)(C)C)cc2)n1N,106
Cc1c(Br)cc(C(=O)NCc2ccco2)c(C)c1C,95
Cn1c(CCN2CCN(c3ccc(F)cc3)CC2)nc2cc(NC(=O)c3ccco3)ccc21,80
Cc1cc(C)c2cc(CN(CC3CCCO3)S(=O)(=O)c3ccc4c(c3)OCCO4)c(=O)[nH]c2c1 (stereo unspecified),116
CC1(C)Cc2c(sc(NC(=O)c3ccc(Br)o3)c2C#N)CO1,108
COc1ccc2[nH]c(=O)c(CN(CCO)S(=O)(=O)c3ccc4c(c3)OCCO4)cc2c1,102
COc1ccc2cnn(-c3ccccc3C)c(=O)c2c1OC,84
CCCS(=O)(=O)c1nc(S(=O)(=O)c2ccc(C)cc2)c(NCCN2CCOCC2)s1,98
Cc1ccc(C(C(=O)NC2CCCC2)N(C(=O)c2csnn2)C2CCCC2)o1 (stereo unspecified),82
COc1ccc(CCNC(=O)Cn2c(-c3nonc3N)nc3ccccc32)cc1OC,83
CC(Sc1nc(-c2ccccc2)cc(C(F)(F)F)n1)C(=O)NCCN1CCOCC1 (stereo unspecified),98
CC(OC(=O)c1ccccc1NCc1ccco1)C(=O)Nc1ncc(Cl)cc1Cl (stereo unspecified),78
CCN(C1CCCCC1)S(=O)(=O)c1ccc(OC)c(C)c1,80
O=C(c1ccc(F)cc1)C1CCN(C(=O)c2ccncc2)CC1,55
Cc1ccc(-c2csc3nc(=O)c(C)nn23)cc1,99
Nc1ncnc2c1ncn2CCOc1ccccc1,118
O=C(CSc1nc(-c2ccco2)cc(C(F)(F)F)n1)NCC1CCCO1 (stereo unspecified),81
O=C(CSc1nnnn1-c1ccc2c(c1)CCC2)NCc1cccs1,67
COCCn1c(SCC(=O)Nc2nnc(C)s2)nnc1-c1ccncc1,76
CN1CCc2c(sc3c2c(=O)n(-c2cccc(Cl)c2)c2nncn32)C1,83
COc1ccc(-n2[nH]c(C)cc2=O)cc1,89
CC1Cc2cc(C(=O)O)ccc2O1 (stereo unspecified),95
C#CCOC(=O)c1ccccc1C(=O)n1nnc2ccccc21,79
CC(C)OC(=O)CN1C(=O)C(C)(C)Oc2ccc(C(=O)NC(C)(C)C)cc21,95
O=C(Nc1ccccc1)OCc1ccccn1,84
CCC(Oc1ccccc1)C(=O)Nc1ccccc1OC (stereo unspecified),83
COc1ccc(-n2c(/C=C(\C)O)nc(=O)c3c(C)cc(C)nc32)cc1,97
O=C(CN(C(=O)CCC(=O)Nc1nccs1)c1ccc(F)c(Cl)c1)NCc1ccco1,106

# Other results:
SMILES,SK-BR-3 tox 24h
CC(=O)Nc1ccc(S(=O)(=O)NC2=NCN(CCOC(=O)c3ccccc3)CN2)cc1,96
COc1ccccc1NC(=O)Cc1noc(CSc2nnc(C)s2)n1,81
O=C(NC1CC1)c1ccc(COc2ccc(F)cc2)o1,102
CCN1CCN(CC(=O)Nc2c(C(=O)OC)[nH]c3cccc(Cl)c23)CC1,118
N#CC1=C(N)Oc2nc(-c3ccccc3)[nH]c2C1c1cccnc1 (stereo unspecified),87
COc1ccc(C2CC(C(F)(F)F)n3nc(CO)c(Cl)c3N2)cc1OC (stereo unspecified),74
Cc1ccc(C(=O)CN2CCC(NC(=O)C3CCCCC3)CC2)cc1,77
CN(C)S(=O)(=O)N1CCN(S(=O)(=O)N(C)C)CC1,76
COc1ccc(OC)c(C(O)c2coc3ccc(O)c(CN4CCOCC4)c23)c1 (stereo unspecified),102
O=C(Nc1ccc2snnc2c1)N1CCN(c2ccccc2)CC1,88
COc1ccc(NC(=O)Nc2ccccc2C(N)=O)cc1OC,96
COc1cccc(CNc2nc3ccccc3n2CCN2CCCCC2)c1OC,65
COc1cc(NS(C)(=O)=O)c(OC)cc1NC(=O)c1cccc(F)c1,99
CCC(CC)C(=O)Nc1cc(OC)c(OC)cc1C(=O)O,96
Cc1cccc(OCc2nc(-c3nonc3N)no2)c1C,90
CCNc1nc(NC(C)(C)C)nc(SC(C(C)=O)C(C)=O)n1,101
Cc1cc(C)cc(NC(=O)C2CCN(S(=O)(=O)c3c(C)n[nH]c3C)CC2)c1,88
Cn1c(SCC(=O)N2CCc3ccccc32)nnc1C1CC1,95
CC1CCc2nc(NCCO)nc(C(F)(F)F)c2C1 (stereo unspecified),106
Cc1ccc(CCNC(=O)C2CCN(S(=O)(=O)c3cccc4nonc34)CC2)cc1,103
CC1=C(C(=O)OCC2CCCO2)C(c2ccccc2)NC(=O)N1 (stereo unspecified),113
Cc1cc(N2CCN(C(c3ccccc3)c3ccccc3)CC2)n2ncnc2n1,82
O=C(NCC1CCCO1)c1cccc(NC(=O)c2ccco2)c1 (stereo unspecified),79
Nn1c(=O)c2ccccc2n2c(SCc3ccccc3)nnc12,91
O=c1cc(CNCCCO)c2ccccc2[nH]1,115
O=P(O)(O)COc1ccccc1P(=O)(c1ccccc1)c1ccccc1,104
COc1ccc2cc(C#N)c(N3CCN(Cc4nnnn4CCC(C)C)CC3)nc2c1,134
CCOc1cc(CN2CCN(c3cccc(C(F)(F)F)c3)CC2)ccc1O,95
CC(C)OC(=O)CSc1nc2ccccc2s1,86
O=C(Nc1ccccc1OC(F)F)c1ccc(F)cc1,104
O=C(NCc1ccccc1)N1CCN(c2ccc(Cl)c(Cl)c2)CC1,97
O=C(Nc1cc(C(=O)N2CCOCC2)cc(C(=O)N2CCOCC2)c1)c1cc(F)c(F)cc1Cl,87
CCOC(=O)c1c(NC(=O)CSc2nnc(CNc3ccc(OC)cc3)n2C)sc(C)c1C,101
CCOC(=O)C1CCN(C(=O)CN(c2cccc(C(F)(F)F)c2)S(C)(=O)=O)CC1,71
CCOC(=O)CNC(=O)c1cc(C)oc1C,91
O=C(CNc1ccccc1)Nc1ccc(F)cc1,101
Cc1occc1C(=O)NCc1ccccn1,94
Cc1ccc(OCCCn2c(CO)nc3ccccc32)cc1,97
O=C(O)CC(C(=O)OCC1CCCO1)N1CCOCC1 (stereo unspecified),88
CCCCCCn1ccc(=N)cc1,88
Cn1c(NC(=O)c2cccs2)c(-c2cccs2)c(=O)c2ccccc21,99
CC(C)C(=O)N(Cc1ccc2c(c1)OCO2)Cc1ccccn1,129
CCCCC(CC)CNC(=O)c1cccs1 (stereo unspecified),87
Cc1nc2ccccc2n1CC(=O)OCC(=O)Nc1ccc2c(c1)OCCO2,77
O=C(Cn1cc(C(=O)c2cccs2)c2ccccc21)NCc1cccs1,88
CC(C)(C)C(=O)CNS(=O)(=O)c1ccc(S(=O)(=O)NC2CCCC2)cc1,72
COc1cccc(C2CC(c3ccccc3)n3ncnc3N2)c1 (stereo unspecified),112
Clc1ccc(Cn2ncc3c(N4CCCC4)ncnc32)cc1,78
O=C(NCCN1CCOCC1)c1cccc(S(=O)(=O)N2CCCCCC2)c1,82
CC1CCN(C(=O)Cn2c(=O)n(Cc3ccc4c(c3)OCO4)c(=O)c3ccccc32)CC1,69

# New compounds follow
SMILES,SK-BR-3 tox 24h
CCC(=O)OC1=C2C(=Nc3c(c(=O)n(C)c(=O)n3C)C2c2ccccc2)c2ccccc21 (stereo unspecified),97
Cc1cc(C(F)(F)F)nn1CC(=O)N1CCCCC1C (stereo unspecified),91
COCCN1CC(=O)N(c2cccc(C)c2C)C(c2ccc(Cl)cc2)C1=O (stereo unspecified),94
COc1ccccc1NC(=O)C1=C(C)Nc2nnnn2C1c1ccccc1OC (stereo unspecified),89
O=C(C1CCCN(c2ncccn2)C1)N1CCc2ccccc21 (stereo unspecified),96
Cc1nc2nc(Cc3ccccc3)nn2c(C)c1Cl,106
N#CCCn1cnc2c(=S)nc[nH]c21,96
O=C(O)c1cccc(NC(=O)C2CC(=O)N(Cc3ccccc3)C2)c1 (stereo unspecified),122
CN(C)c1ccc(CN(C(=O)C2COc3ccccc3O2)C2CCS(=O)(=O)C2)cc1 (stereo unspecified),89
COCCN(CCOC)Cc1cc(=O)oc2cc3c(cc12)CCC3,91

# Another view of 2 compounds above.
structure	SK-BR-3 tox 24h
O=C(O)c1cccc(NC(=O)C2CC(=O)N(Cc3ccccc3)C2)c1 (stereo unspecified)	122
CCC(=O)OC1=C2C(=Nc3c(c(=O)n(C)c(=O)n3C)C2c2ccccc2)c2ccccc21 (stereo unspecified)	97

# Next entries follow.
SMILES,SK-BR-3 tox 24h
O=C(CCCCCN1C(=O)c2ccccc2C1=O)NC1CCCC1,104
COc1ccc(C2C(C(=O)c3sc(C)nc3C)=C(O)C(=O)N2CCN(C)C)cc1OC (stereo unspecified),102
Cc1ccc2[nH]c(=O)c(-c3nc4cc(C)ccn4c3NCc3ccco3)cc2c1,111
CC(C)COc1ccc(-c2nnc(-c3ccco3)o2)cc1,82
CCn1c(SCC(=O)c2c[nH]c3ccccc23)nnc1-c1cccs1,99
CCOC(=O)C1CCCN(C(=O)c2ccc3c(c2)OCO3)C1 (stereo unspecified),95
O=C(O)C1CCCCC1C(=O)NCCc1cccc(Cl)c1 (stereo unspecified),102
Cc1cc(C)nc(SCC(=O)Nc2ccc(N3CCOCC3)c(Cl)c2)n1,83
Cn1c(C(=O)NCc2ccc3c(c2)OCO3)cc2sccc21,86
COC(=O)C1C2C=CC3(CN(C4CCCC4)C(=O)C13)O2 (stereo unspecified),111
CCOC(=O)C1=C(C)N2C(=C(C#N)[C@@H]1c1ccc(C(=O)OC)cc1)SC[C@@]2(O)C(C)(C)C,96
CC1(C)CC(NS(=O)(=O)c2ccccc2)CC(C)(C)N1,88
CCC1(C)Cc2ccccc2-c2nc3n(c(=O)c21)CCCCC3 (stereo unspecified),88
CCCCOc1cccc(C(=O)N(Cc2ccco2)C2CCS(=O)(=O)C2)c1 (stereo unspecified),94
CCOC(=O)c1cnn2c(C(F)(F)F)cc(-c3ccccc3)nc12,83
COc1ccc(-c2cc(C(F)F)nc(-n3nc(C)cc3C)n2)cc1,102
Cc1cccc2cc(CN(Cc3ccco3)S(=O)(=O)c3ccc4c(c3)OCCO4)c(=O)[nH]c12,69
Cc1ccc2ncnc(NCCCN3CCOCC3)c2c1,78
COC(=O)c1cc(Br)c(=O)n(-c2ccccc2OC)c1,102
COC(=O)CSc1nc2ccccc2nc1SCC(=O)OC,89
c1ccc(OCCCn2nnc(-c3cccnc3)n2)cc1,94
COc1ccc(C(C)=O)cc1CN1C(=O)C(C)N(c2ccc(C)cc2)C1=O (stereo unspecified),83

# Already shown: entries from further up.
SMILES,SK-BR-3 tox 24h
COCCN(CCOC)Cc1cc(=O)oc2cc3c(cc12)CCC3,91
O=C(CCCCCN1C(=O)c2ccccc2C1=O)NC1CCCC1,104
COc1ccc(C2C(C(=O)c3sc(C)nc3C)=C(O)C(=O)N2CCN(C)C)cc1OC (stereo unspecified),102
Cc1ccc2[nH]c(=O)c(-c3nc4cc(C)ccn4c3NCc3ccco3)cc2c1,111
CC(C)COc1ccc(-c2nnc(-c3ccco3)o2)cc1,82
CCn1c(SCC(=O)c2c[nH]c3ccccc23)nnc1-c1cccs1,99
CCOC(=O)C1CCCN(C(=O)c2ccc3c(c2)OCO3)C1 (stereo unspecified),95
O=C(O)C1CCCCC1C(=O)NCCc1cccc(Cl)c1 (stereo unspecified),102
Cc1cc(C)nc(SCC(=O)Nc2ccc(N3CCOCC3)c(Cl)c2)n1,83
Cn1c(C(=O)NCc2ccc3c(c2)OCO3)cc2sccc21,86
COC(=O)C1C2C=CC3(CN(C4CCCC4)C(=O)C13)O2 (stereo unspecified),111
CCOC(=O)C1=C(C)N2C(=C(C#N)[C@@H]1c1ccc(C(=O)OC)cc1)SC[C@@]2(O)C(C)(C)C,96
CC1(C)CC(NS(=O)(=O)c2ccccc2)CC(C)(C)N1,88
CCC1(C)Cc2ccccc2-c2nc3n(c(=O)c21)CCCCC3 (stereo unspecified),88
CCCCOc1cccc(C(=O)N(Cc2ccco2)C2CCS(=O)(=O)C2)c1 (stereo unspecified),94
CCOC(=O)c1cnn2c(C(F)(F)F)cc(-c3ccccc3)nc12,83
COc1ccc(-c2cc(C(F)F)nc(-n3nc(C)cc3C)n2)cc1,102
Cc1cccc2cc(CN(Cc3ccco3)S(=O)(=O)c3ccc4c(c3)OCCO4)c(=O)[nH]c12,69
Cc1ccc2ncnc(NCCCN3CCOCC3)c2c1,78
COC(=O)c1cc(Br)c(=O)n(-c2ccccc2OC)c1,102
